Wnt act = activators of Wnt/beta-catenin signaling. activation, % at 9.35 µM. 300,000 tested, 1.2% active. Wnt/beta-catenin reporter cell assay, activator, plate reader. AID 743398; in the data active = activation above about 30%, passing the limit was not always enough;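 also: 0% = neutral control wells and 100% = positive control wells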
Rtt109 Vps75 = blocks Candida albicans Rtt109/Vps75 acetyltransferase activity; Q5AAJ8; purified Rtt109/Vps75, ThioGlo CoA-SH fluorescence, 4 h; inhibition, % at 34.9 µM; 330,000 tested, 0.16% active; AID 540336;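 active = inhibition of at least 50% in every replicate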
Target sequence (Q5AAJ8 whole entry, looked up): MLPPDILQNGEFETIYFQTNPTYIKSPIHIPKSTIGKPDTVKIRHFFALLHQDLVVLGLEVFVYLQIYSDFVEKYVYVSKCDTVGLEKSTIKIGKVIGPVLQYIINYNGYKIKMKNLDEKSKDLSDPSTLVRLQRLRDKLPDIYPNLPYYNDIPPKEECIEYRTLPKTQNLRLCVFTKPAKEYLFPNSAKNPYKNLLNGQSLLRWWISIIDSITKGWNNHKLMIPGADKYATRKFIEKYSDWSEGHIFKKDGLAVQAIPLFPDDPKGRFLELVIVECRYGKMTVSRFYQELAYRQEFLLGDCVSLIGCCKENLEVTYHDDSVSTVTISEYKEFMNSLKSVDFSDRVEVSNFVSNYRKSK
Tat transport = E. coli Tat transport inhibition; E. coli MC4100 TorA-mCherry Tat export, fluorescence; inhibition, % at 10 µM; 340,000 tested, 0.036% active; AID 488895;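 active = mean replicate inhibition at least 50% and at least half of replicates individually reaching 50%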;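 also: exported cargo escapes ClpAP degradation while cytoplasmic cargo is degraded and loses fluorescence; 0% = median of neutral control wells and 100% = median of NaSCN control wells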
phage Ecoli inh = E. coli growth loss with phage present; growth absorbance; inhibition, % at 11.9 µM; 360,000 tested, 0.26% active; AID 651602; in the data active = inhibition above about 11%
PfHsp90 yeast 2 = growth inhibition of yeast expressing Plasmodium Hsp90 | S. cerevisiae expressing PfHsp90, BacTiter-Glo ATP, 48 h; yeast lacking PDR1 and PDR3 efflux regulators | inhibition, % at 9.4 µM | 310,000 tested, 0.32% active | AID 504621;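 active = every replicate shows inhibition above about 80%, whatever the replicate mean, limit read from the data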;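 also: 0% = DMSO neutral controls and 100% = 20 µM radicicol positive controls; yeast relying on Plasmodium falciparum Hsp90 in place of its own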
CAL PDZ inh = human CAL PDZ-peptide interaction inhibition; inhibition, % at 20 µM; purified CAL PDZ, TMR-peptide fluorescence polarization, 1 h; 330,000 tested, 0.02% active; AID 504414;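 active = highest replicate inhibition of at least 40%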;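 also: plate controls were DMSO neutral control wells for no effect and unlabeled competitor peptide control wells for full effect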
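Test system: purified CerCALP PDZ construct; Compound dosing: one concentration, 20 µM compound; Also added: TMR-labelled reporter peptide T*-PRC34 bound in PDZ groove; Read-out: inhibition from polarization loss; Controls: unlabelled peptide and DMSO controls; Signal: FP readout, S and P plane fluorescence; Incubation: 1 h at RT.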
PvdQ acylase = blocks Pseudomonas aeruginosa PvdQ acylase activity | purified PvdQ acylase, fluorescence plate reader | inhibition, % at 10 µM | 340,000 tested, 0.063% active; in the data active = inhibition above about 30%, passing the limit was not always enough;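 also: 0% = vehicle neutral wells and 100% = reference inhibitor wells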
Ecoli viability = reduces bacterial viability in AddAB counter-screen | E. coli V3065 growth, OD600 absorbance, 18 h | inhibition, % at 11.9 µM | 330,000 tested, 0.27% active | AID 449728;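 active = inhibition above the campaign's mean inhibition across all tested compounds plus 3 SD, cut at about 9.9% in these data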;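 also: uninfected addAB+ strain grown without phage in ampicillin broth; 0% = DMSO wells and 100% = ciprofloxacin 0.95 µg/ml wells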
AddAB inh = less growth of phage-infected E. coli with AddAB | E. coli expressing H. pylori AddAB, absorbance growth | inhibition, % at 11.9 µM | 330,000 tested, 0.29% active; in the data active = inhibition above about 12%;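 also: 0% = vehicle wells of infected cells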
DAGLB inh = diacylglycerol lipase beta (human) inhibition. inhibition, % at 5.17 µM. HEK293T DAGLB membrane lysate, EnzChek fluorogenic substrate. 340,000 tested, 0.059% active; in the data active = inhibition above about 34%;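 also: 0% = enzyme with vehicle and 100% = wells lacking enzyme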
Target sequence (Q8NCG7 whole entry, looked up): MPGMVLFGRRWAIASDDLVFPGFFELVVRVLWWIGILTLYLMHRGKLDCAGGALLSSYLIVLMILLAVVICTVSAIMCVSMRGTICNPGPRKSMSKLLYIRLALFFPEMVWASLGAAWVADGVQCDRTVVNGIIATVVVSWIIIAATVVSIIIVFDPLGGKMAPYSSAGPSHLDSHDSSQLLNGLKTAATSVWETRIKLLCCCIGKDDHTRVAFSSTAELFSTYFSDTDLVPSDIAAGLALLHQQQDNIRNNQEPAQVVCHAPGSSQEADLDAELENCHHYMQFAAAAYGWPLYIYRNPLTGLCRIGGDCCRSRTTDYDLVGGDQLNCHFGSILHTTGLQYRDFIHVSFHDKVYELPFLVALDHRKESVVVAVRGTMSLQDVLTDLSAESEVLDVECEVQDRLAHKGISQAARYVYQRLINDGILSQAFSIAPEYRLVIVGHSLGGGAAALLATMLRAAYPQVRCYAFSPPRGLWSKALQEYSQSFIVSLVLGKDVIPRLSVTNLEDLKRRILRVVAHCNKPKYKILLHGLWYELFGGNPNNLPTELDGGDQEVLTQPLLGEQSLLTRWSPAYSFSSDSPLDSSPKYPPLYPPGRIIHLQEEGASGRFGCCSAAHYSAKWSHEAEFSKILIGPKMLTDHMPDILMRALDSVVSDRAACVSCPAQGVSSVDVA
* = called active by the depositor. No enrichment for hits; any-hit rate near 1.9%.

What do the screens show for `COc1ccc(C2SCCN2S(=O)(=O)c2ccc(NC(C)=O)cc2)cc1` (stereo not drawn)?
Wnt act: -1; Rtt109 Vps75: 6; Tat transport: -1; phage Ecoli inh: -2.7; PfHsp90 yeast 2: 23; CAL PDZ inh: -3.9; PvdQ acylase: -11; Ecoli viability: 0.7; AddAB inh: 1.0; DAGLB inh: -1

Results for CC(C)CCC1CC(CSC(=N)N)OC1=O (stereo not drawn) ?
Wnt act: 3; Rtt109 Vps75: -1; Tat transport: -10; phage Ecoli inh: 3.5; PfHsp90 yeast 2: 17; CAL PDZ inh: 0.4; PvdQ acylase: 11; Ecoli viability: 1.8; AddAB inh: 0.9; DAGLB inh: 0

What do the screens show for `CC(c1ccco1)N(C(=O)COc1ccc(Cl)cc1)c1ccccn1` (stereo not drawn)?
Rtt109 Vps75: 1; Tat transport: 3; phage Ecoli inh: -1.3; PfHsp90 yeast 2: -12; CAL PDZ inh: -3.1; PvdQ acylase: -12; Ecoli viability: -0.3; AddAB inh: 1.4; DAGLB inh: -1

What do the screens show for `CC(Sc1nc2ccccc2c(=O)n1CC1CCCO1)C(=O)NC(C)c1ccccc1` (stereo not drawn)?
Wnt act: -1; Rtt109 Vps75: 3; Tat transport: 2; phage Ecoli inh: 1.5; CAL PDZ inh: -1.8; PvdQ acylase: -2; Ecoli viability: -0.3; AddAB inh: 0.0; DAGLB inh: 1

What do the screens show for `CC(NC(=O)c1cc(=O)[nH]c2ccc(Br)cc12)c1ccccc1` (stereo not drawn)?
Wnt act: -1; phage Ecoli inh: 6.1; Ecoli viability: 0.7; AddAB inh: 0.9

What do the screens show for `COc1ccccc1OCC(=O)NCC(C)NC(=O)COc1ccccc1OC` (stereo not drawn)?
Wnt act: -1; Rtt109 Vps75: -4; Tat transport: 3; phage Ecoli inh: 2.0; PfHsp90 yeast 2: 24; CAL PDZ inh: -0.6; PvdQ acylase: -16; Ecoli viability: 2.0; AddAB inh: 2.3; DAGLB inh: 1

How did Cc1[nH]n(-c2ccc([N+](=O)[O-])cc2)c(=O)c1C=NCCc1ccc(S(N)(=O)=O)cc1 do in these assays?
Wnt act: -1; Rtt109 Vps75: 3; Tat transport: -4; phage Ecoli inh: 3.0; PfHsp90 yeast 2: 38; CAL PDZ inh: -0.7; PvdQ acylase: -12; Ecoli viability: 3.9; AddAB inh: 4.2

What do the screens show for `N/C(=N\OC(=O)C1CCCCC1)c1cccc(Br)c1`?
Rtt109 Vps75: 1; Tat transport: -8; PfHsp90 yeast 2: 24; CAL PDZ inh: -2.9; PvdQ acylase: -8; Ecoli viability: 2.4; AddAB inh: 1.1; DAGLB inh: -1

How did COc1ccc(C(=O)N2CCCCCC2)cc1S(=O)(=O)N1CCOCC1 do in these assays?
Wnt act: 1; Rtt109 Vps75: 7; Tat transport: -6; phage Ecoli inh: 3.6; PfHsp90 yeast 2: 8; CAL PDZ inh: -3.8; PvdQ acylase: -9; Ecoli viability: 0.2; AddAB inh: 1.8; DAGLB inh: -2

Results for Cc1ccc2nc(-c3ccccn3)c(Nc3ccccc3C)n2c1 ?
Wnt act: -4; Rtt109 Vps75: -2; Tat transport: -28; phage Ecoli inh: -2.2; PfHsp90 yeast 2: -2; CAL PDZ inh: -1.0; PvdQ acylase: -6; Ecoli viability: 1.4; AddAB inh: 0.8; DAGLB inh: 2

What do the screens show for `O=C(C1CCC(=O)N(C2CCCC2)C1)N1CCC(Oc2ccccc2Cl)CC1` (stereo not drawn)?
Wnt act: 0; Rtt109 Vps75: 4; Tat transport: 0; phage Ecoli inh: 1.9; PfHsp90 yeast 2: 9; CAL PDZ inh: -0.3; PvdQ acylase: -9; Ecoli viability: 0.8; AddAB inh: 0.8; DAGLB inh: 0

What do the screens show for `O=C(Nc1ccc2c(c1)oc1ccccc12)C1CC1`?
Wnt act: 0; Rtt109 Vps75: 2; Tat transport: 1; phage Ecoli inh: 3.0; PfHsp90 yeast 2: 6; CAL PDZ inh: -1.1; PvdQ acylase: -4; Ecoli viability: -1.2; AddAB inh: 2.4; DAGLB inh: -4

Results for O=C1NC(c2ccc(O)cc2)Nc2ccccc21 (stereo not drawn) ?
Wnt act: 9; Rtt109 Vps75: 3; Tat transport: 10; phage Ecoli inh: 5.3; PfHsp90 yeast 2: 19; CAL PDZ inh: -0.5; PvdQ acylase: -20; Ecoli viability: 1.3; AddAB inh: 4.4; DAGLB inh: -3

How did O=C1c2ccccc2C(=O)N1CCCSc1nc2ccccc2o1 do in these assays?
Rtt109 Vps75: 2; Tat transport: 5; phage Ecoli inh: 2.4; PfHsp90 yeast 2: 13; CAL PDZ inh: -1.1; PvdQ acylase: -12; Ecoli viability: 0.4; AddAB inh: 1.3; DAGLB inh: -6

Results for CC(C)(CNC(=O)c1ccc([N+](=O)[O-])c(Cl)c1)CNC(=O)c1ccc([N+](=O)[O-])c(Cl)c1 ?
Rtt109 Vps75: 1; Tat transport: 12; phage Ecoli inh: 1.3; PfHsp90 yeast 2: 3; CAL PDZ inh: 1.5; PvdQ acylase: 3; Ecoli viability: -1.0; AddAB inh: 1.9; DAGLB inh: 2

Reprinted at random: 3 records from the list.
What do the screens show for `COc1ccc(C2SCCN2S(=O)(=O)c2ccc(NC(C)=O)cc2)cc1` (stereo not drawn)?
Wnt act: -1; Rtt109 Vps75: 6; Tat transport: -1; phage Ecoli inh: -2.7; PfHsp90 yeast 2: 23; CAL PDZ inh: -3.9; PvdQ acylase: -11; Ecoli viability: 0.7; AddAB inh: 1.0; DAGLB inh: -1

What do the screens show for `COc1ccccc1OCC(=O)NCC(C)NC(=O)COc1ccccc1OC` (stereo not drawn)?
Wnt act: -1; Rtt109 Vps75: -4; Tat transport: 3; phage Ecoli inh: 2.0; PfHsp90 yeast 2: 24; CAL PDZ inh: -0.6; PvdQ acylase: -16; Ecoli viability: 2.0; AddAB inh: 2.3; DAGLB inh: 1

What do the screens show for `CC(NC(=O)c1cc(=O)[nH]c2ccc(Br)cc12)c1ccccc1` (stereo not drawn)?
Wnt act: -1; phage Ecoli inh: 6.1; Ecoli viability: 0.7; AddAB inh: 0.9

New compounds follow:
How did O=S(=O)(Nc1ccc(Cc2ccncc2)cc1)c1ccc(Br)s1 do in these assays?
Wnt act: 0; Rtt109 Vps75: -2; Tat transport: 2; phage Ecoli inh: 3.4; PfHsp90 yeast 2: 12; CAL PDZ inh: -0.6; PvdQ acylase: 3; Ecoli viability: 0.5; AddAB inh: 3.0; DAGLB inh: -3

How did Cc1ccc(-c2nc3ccccc3[nH]2)cc1N do in these assays?
Wnt act: 23; Rtt109 Vps75: -3; Tat transport: 2; phage Ecoli inh: 3.7; CAL PDZ inh: -1.7; PvdQ acylase: -8; Ecoli viability: -0.9; AddAB inh: 0.4; DAGLB inh: 6

Results for CCc1nnc(N/N=C/c2c(C)[nH]c3ccccc23)n1N ?
Wnt act: 0; Rtt109 Vps75: 1; Tat transport: 1; phage Ecoli inh: 1.0; PfHsp90 yeast 2: 30; CAL PDZ inh: -1.4; PvdQ acylase: -18; Ecoli viability: 3.6; AddAB inh: 6.2; DAGLB inh: 2

What do the screens show for `CCC(=O)Nc1nnc(SCC(=O)N2c3ccccc3CC2C)s1` (stereo not drawn)?
Wnt act: -4; Rtt109 Vps75: -9; Tat transport: 0; phage Ecoli inh: 3.1; CAL PDZ inh: -1.3; PvdQ acylase: -3; Ecoli viability: 0.5; AddAB inh: 2.8; DAGLB inh: -2

Results for CCc1ccc(N(C2C=CS(=O)(=O)C2)S(=O)(=O)c2ccccc2)cc1 (stereo not drawn) ?
Rtt109 Vps75: -14; Tat transport: -4; phage Ecoli inh: 2.7; PfHsp90 yeast 2: 19; CAL PDZ inh: -1.9; PvdQ acylase: -4; Ecoli viability: -1.3; AddAB inh: 0.3; DAGLB inh: -3

What do the screens show for `O=C(COC(=O)CCc1ccccc1)NC12CC3CC(CC(C3)C1)C2`?
Wnt act: -1; Rtt109 Vps75: 8; Tat transport: -6; phage Ecoli inh: 1.9; CAL PDZ inh: -1.1; PvdQ acylase: 1; Ecoli viability: -1.4; AddAB inh: -0.8; DAGLB inh: -2

What do the screens show for `CCN(CC(=O)NCc1ccc(Cl)cc1)C(=O)CN1C(=O)NC(CC)(c2ccccc2)C1=O` (stereo not drawn)?
Wnt act: -1; Rtt109 Vps75: -4; Tat transport: 1; phage Ecoli inh: -1.2; PfHsp90 yeast 2: 4; CAL PDZ inh: -2.3; PvdQ acylase: 3; Ecoli viability: 1.1; AddAB inh: 3.0; DAGLB inh: -1

How did CC(C)CSc1nnc2c(n1)[nH]c1ccccc12 do in these assays?
Wnt act: 50*; Rtt109 Vps75: -5; Tat transport: -4; phage Ecoli inh: 0.8; PfHsp90 yeast 2: -16; CAL PDZ inh: -2.0; PvdQ acylase: -4; Ecoli viability: 0.9; AddAB inh: 0.6; DAGLB inh: 1

Results for COc1ccc(C(=O)O)cc1S(=O)(=O)NC(C)C ?
Wnt act: 17; Rtt109 Vps75: 0; Tat transport: -16; phage Ecoli inh: -0.1; PfHsp90 yeast 2: 10; CAL PDZ inh: 1.3; PvdQ acylase: -6; Ecoli viability: -1.0; AddAB inh: 0.7; DAGLB inh: 0

What do the screens show for `c1cc2c3c(cccc3c1)NC(c1ccc3c(c1)OCO3)N2`?
Wnt act: -11; Rtt109 Vps75: 0; Tat transport: -9; phage Ecoli inh: 1.8; PfHsp90 yeast 2: -7; CAL PDZ inh: 0.1; PvdQ acylase: -12; Ecoli viability: -1.8; AddAB inh: 1.2; DAGLB inh: 10

What do the screens show for `C[C@]12CC[C@@H]3c4ccc(O)cc4CC[C@H]3[C@@H]1CC[C@@H]2OC(=O)CCC1CCCC1`?
Wnt act: -2; Rtt109 Vps75: 0; Tat transport: 0; phage Ecoli inh: 2.9; PfHsp90 yeast 2: -6; CAL PDZ inh: -0.4; PvdQ acylase: -8; Ecoli viability: -1.8; AddAB inh: -2.7; DAGLB inh: -1

Results for Cc1cc(CN2C(=O)c3ccccc3C2=O)cc(N2CCOCC2)c1 ?
Wnt act: 0; Rtt109 Vps75: -3; Tat transport: 0; phage Ecoli inh: 1.4; PfHsp90 yeast 2: 19; CAL PDZ inh: 0.3; PvdQ acylase: -7; Ecoli viability: 0.5; AddAB inh: 0.9; DAGLB inh: 3

Results for Cc1ccc(-c2ccc(C(=O)O)o2)cc1Cl ?
Wnt act: -3; Rtt109 Vps75: 14; Tat transport: 0; phage Ecoli inh: 2.3; PfHsp90 yeast 2: 17; CAL PDZ inh: -3.4; PvdQ acylase: -3; Ecoli viability: 0.9; AddAB inh: 1.4; DAGLB inh: 1

How did O=C(COC(=O)c1ccc(-c2ccc([N+](=O)[O-])cc2)o1)NC(=O)NC1CCCCC1 do in these assays?
Rtt109 Vps75: -7; Tat transport: 2; phage Ecoli inh: 4.1; PfHsp90 yeast 2: -6; CAL PDZ inh: -1.2; PvdQ acylase: 1; Ecoli viability: 0.0; AddAB inh: 3.1; DAGLB inh: 0
